Wee1 stabilizer: Wee1 degradation inhibitors, primary screen, cell-based, HeLa, Wee1K328M-luciferase, luminescence. AID 1321, 2008. HeLa Luc-Wee1K328M stability; 100% = proteasome inhibitor MG132 effect. Wee1-like protein kinase (Homo sapiens), P30291. hit rate 1.2% among 220,000. reporter increase, % at 5 µM;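 active = activation above the mean of all tested compounds plus 3 SD, set per screening run, cut at about 8.8% in these data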;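 note: cells exposed to compound for 20 h before luminescence read; 0% = DMSO alone and 100% = MG132 at 30 µM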
Target sequence (P30291 whole entry K328M): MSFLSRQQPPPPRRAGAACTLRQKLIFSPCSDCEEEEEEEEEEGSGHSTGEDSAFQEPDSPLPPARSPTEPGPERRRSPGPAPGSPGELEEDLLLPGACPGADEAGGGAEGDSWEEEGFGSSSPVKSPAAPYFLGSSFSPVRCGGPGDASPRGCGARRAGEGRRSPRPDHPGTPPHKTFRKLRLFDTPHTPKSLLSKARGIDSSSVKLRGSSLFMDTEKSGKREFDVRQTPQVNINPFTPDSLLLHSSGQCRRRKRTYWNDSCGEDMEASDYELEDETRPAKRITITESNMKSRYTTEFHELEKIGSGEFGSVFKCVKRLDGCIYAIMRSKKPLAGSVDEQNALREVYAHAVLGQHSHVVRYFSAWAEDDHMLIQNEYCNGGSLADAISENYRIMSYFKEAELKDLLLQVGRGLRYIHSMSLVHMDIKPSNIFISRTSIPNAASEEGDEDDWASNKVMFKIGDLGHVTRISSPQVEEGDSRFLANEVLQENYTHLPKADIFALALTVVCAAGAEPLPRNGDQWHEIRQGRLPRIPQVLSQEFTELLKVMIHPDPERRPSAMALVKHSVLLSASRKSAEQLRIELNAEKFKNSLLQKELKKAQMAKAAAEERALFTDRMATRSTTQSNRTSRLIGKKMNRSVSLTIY
Ba/F3 V617F tox: reduced viability of JAK2V617F-dependent Ba/F3 cells, primary screen, JAK2V617F inhibitor project, cell-based, Ba/F3 EpoR-JAK2V617F, luminescence; ATP luminescence; inhibition, % at 5.6 µM; hit rate 1.1% among 220,000;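 active = inhibition above the campaign mean plus 3 SD over all tested compounds, cut at about 24% in these data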;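 note: cytokine-independent growth of Ba/F3 cells driven by EpoR plus mutant JAK2; 0% = DMSO-treated cells and 100% = JAK inhibitor I control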
BaF3 tox: parental Ba/F3 cell viability inhibition, counter-screen for JAK2V617F inhibitor project, murine pro-B, CellTiter-Glo luminescence; CellTiter-Glo ATP luminescence; inhibition, % at 5.6 µM; hit rate 1.1% among 220,000;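 active = inhibition above a per-campaign cutoff, the mean inhibition of all tested compounds plus 3 SD, cut at about 27% in these data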;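 note: 0% = DMSO wells and 100% = JAK Inhibitor I control wells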
TNF death inh: inhibitors of TNF-alpha triggered necroptosis, primary screen, cell-based, Jurkat FADD-/-, single concentration; activation (protection from cell death), % at 10 µM; AID 463075, 2010; hit rate 0.068% among 220,000; Jurkat FADD-/- TNF necroptosis rescue, ATP luminescence, 24 h; 0 = TNF only, 100 = no-TNF cells;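 active = activation, meaning protection from cell death, of at least 50% relative to plate controls; inactive = activation below 50%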;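 note: necroptosis triggered by 40 ng/mL TNF-alpha added together with compound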
RBBP9 inhibitor: human RBBP9 inhibitors, primary screen, biochemical, fluorescence polarization, FP-Rh probe, HTS. Serine hydrolase RBBP9 (Homo sapiens), O75884. recombinant RBBP9. inhibition, % at 7.94 µM. hit rate 0.2% among 220,000;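 active = inhibition above the campaign mean of all tested compounds plus 3 SD, cut at about 14% in these data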;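 note: plate controls were DMSO wells with RBBP9 for no effect and wells lacking RBBP9 protein for full effect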
Target sequence (O75884 whole entry, looked up): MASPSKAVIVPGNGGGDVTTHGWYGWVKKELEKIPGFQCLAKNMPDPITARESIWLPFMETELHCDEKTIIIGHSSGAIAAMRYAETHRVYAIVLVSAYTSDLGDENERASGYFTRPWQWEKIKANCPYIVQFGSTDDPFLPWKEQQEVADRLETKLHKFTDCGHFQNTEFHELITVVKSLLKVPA
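Test system: recombinant human RBBP9; Timing: 30 min then 45 min, 25 °C; Detection: fluorescence polarization; Control set: RBBP9 with DMSO as uninhibited control, no-protein wells as full inhibition; Compound dosing: one concentration, 7.94 µM nominal, 0.794% DMSO; Probe or stimulus: FP-Rh activity-based probe, 375 nM before mixing.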
CHOP inh: inhibitors of CHOP promoter induction, primary screen, cell-based, unfolded protein response, luciferase reporter | CHO-K1 CHOP-promoter luciferase, tunicamycin-induced, 15-18 h | inhibition, % at 10 µM | hit rate 3.8% among 220,000 | AID 2732, 2010;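 active = compounds that reduced the stress-induced luciferase reporter signal by more than about 70% of percent inhibition, limit read from the data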;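 note: 0% = tunicamycin plus vehicle and 100% = wells without tunicamycin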
zfTRPN1 agonist: zebrafish TRPN1 channel agonists, primary screen, cell-based, HEK293, calcium fluorescence; HEK293 zebrafish TRPN1-YFP, Fluo-8 calcium fluorescence; 100% = response to 87 µM carbachol; activation, % at 3 µM; hit rate 0.18% among 220,000; AID 1424, 2008;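 active = activation above its plate's cutoff, the mean activation of test wells on that plate plus 3 SD, cut at about 19% in these data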;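 note: 0% = DMSO alone and 100% = 87 µM carbachol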
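Assay system: Zebrafish TRPN1-YFP in HEK293 cells | Incubation: Dye loading 1 h at 37 °C, then 30 min room temperature | Measured by: Kinetic Fluo-8 fluorescence, ex 470-495, em 515-575 nm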
PPC-1+TRAIL kill: compounds killing PPC-1 cancer cells with TRAIL present, primary screen, TRAIL potentiator project, ATPLite luminescence, uHTS; PPC-1 cells + TRAIL, ATPLite viability luminescence; cell killing (% activity), % at 4 µM; hit rate 0.41% among 220,000; AID 1443, 2008;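 active = cell killing above 50% in the first pass at 4 µM, then a duplicate retest at 5 µM averaging 50% or more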;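 note: plate controls were cells with TRAIL plus DMSO for no effect and medium-only wells lacking cells for full effect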
TRPML3 ag: human TRPML3 channel agonists, primary screen, cell-based, HEK293 TRPML3-YFP, Fluo-8 calcium fluorescence, 3 µM; activation, % at 3 µM; hit rate 0.29% among 220,000; 100% = the carbachol control signal; Mucolipin-3 (Homo sapiens), Q8TDD5; AID 1448, 2008;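 active = activation above its plate's cutoff, the mean activation of the plate's test wells plus 3 SD, cut at about 12% in these data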;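 note: 0% = DMSO only wells and 100% = carbachol wells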
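Material: TRPML3-YFP stable HEK293 cells | Dosing: One concentration, 3 µM nominal, 0.3% DMSO | Timing: 125 s total fluorescence read per well | Technique: Fluo-8 calcium dye fluorescence, ex 470-495, em 515-575 nm | Measure: Percent activation from peak-to-basal fluorescence ratio, scaled between DMSO and carbachol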
Active calls of the source: *.

O=S(=O)(c1cnc(Cl)c(Br)c1)N1CCc2ccccc21 was read as Wee1 stabilizer -0.8, Ba/F3 V617F tox 27.7*, BaF3 tox -0.4, TNF death inh -8.1, RBBP9 inhibitor -6.4, CHOP inh -2.0, zfTRPN1 agonist -2.5, PPC-1+TRAIL kill 0.9 and TRPML3 ag 14.2*.
For CCOC(=O)N1CCC(NC(=O)CCS(=O)(=O)c2ccc3c(c2)CCN3C(C)=O)CC1 the results were Wee1 stabilizer 0.1, Ba/F3 V617F tox 0.4, BaF3 tox 1.5, TNF death inh -0.4, RBBP9 inhibitor -8.1, CHOP inh 3.5, zfTRPN1 agonist 2.3, PPC-1+TRAIL kill -9.6 and TRPML3 ag 0.8.
COc1cc2nc(=S)n3[nH]c(CCn4c(C)nc5ccccc54)nc3c2cc1OC was read as Wee1 stabilizer 3.1, Ba/F3 V617F tox 2.1, BaF3 tox 2.8, TNF death inh 3.0, RBBP9 inhibitor -5.9, CHOP inh -2.6, zfTRPN1 agonist -1.0, PPC-1+TRAIL kill 37.3 and TRPML3 ag 0.3.
CN(C)CCCC(=O)c1ccc2c(c1)OCO2 was read as Wee1 stabilizer 3.1, Ba/F3 V617F tox 0.0, BaF3 tox 3.8, TNF death inh 2.1, RBBP9 inhibitor 2.9, CHOP inh 41.9, zfTRPN1 agonist 0.1, PPC-1+TRAIL kill 6.9 and TRPML3 ag 0.9.
`COCCn1c(=NC(=O)c2ccccc2[N+](=O)[O-])sc2cc(S(C)(=O)=O)ccc21` gave Wee1 stabilizer 5.1, Ba/F3 V617F tox -1.4, BaF3 tox 4.8, TNF death inh 1.2, RBBP9 inhibitor 6.6, CHOP inh -7.3, zfTRPN1 agonist -0.5, PPC-1+TRAIL kill -11.3 and TRPML3 ag -0.2.
`CCN(CC)C(=O)C1CCCN(Cc2ccc3c(c2)OCO3)C1` (configuration not stated) gave Wee1 stabilizer 1.1, Ba/F3 V617F tox -0.2, BaF3 tox 3.0, TNF death inh -0.9, RBBP9 inhibitor -10.2, CHOP inh 31.1, zfTRPN1 agonist -0.6, PPC-1+TRAIL kill 12.5 and TRPML3 ag 0.7.
For Oc1ccc(-c2nc3ncccn3c2Nc2ccc3c(c2)OCCO3)cc1 the results were Wee1 stabilizer 3.0, Ba/F3 V617F tox -0.8, BaF3 tox 6.7, TNF death inh -2.0, RBBP9 inhibitor 0.6, CHOP inh 17.4, zfTRPN1 agonist 0.3, PPC-1+TRAIL kill 16.8 and TRPML3 ag -0.2.
CN(C)c1ccc(CN2CCCCCC2)cc1 was read as Wee1 stabilizer -2.0, Ba/F3 V617F tox 4.2, BaF3 tox 4.2, TNF death inh 1.0, RBBP9 inhibitor -9.1, CHOP inh -1.9, zfTRPN1 agonist 1.9, PPC-1+TRAIL kill 20.3 and TRPML3 ag 0.4.
CCCCN(C(=O)Cn1nnc2ccccc21)C(C(=O)NCc1ccco1)c1ccncc1 (configuration not stated) was read as Wee1 stabilizer 1.1, Ba/F3 V617F tox 0.1, BaF3 tox 4.0, TNF death inh -3.6, RBBP9 inhibitor -2.0, CHOP inh 8.9, zfTRPN1 agonist 0.4, PPC-1+TRAIL kill 6.5 and TRPML3 ag 0.8.
`Cc1ccc(S(=O)(=O)Nc2nc(C)cc(N/N=C/c3ccc(O)cc3)n2)cc1` gave Wee1 stabilizer 0.7, Ba/F3 V617F tox 1.4, BaF3 tox 3.5, TNF death inh -1.0, RBBP9 inhibitor -3.8, CHOP inh 17.9, zfTRPN1 agonist 1.5, PPC-1+TRAIL kill 13.5 and TRPML3 ag 0.6.
CCCn1c(=O)c2ccccc2n2c(SCC(=O)N3CCc4ccccc4C3)nnc12 was read as Wee1 stabilizer 4.6, Ba/F3 V617F tox 0.9, BaF3 tox 7.7, TNF death inh -2.0, RBBP9 inhibitor -2.1, CHOP inh 13.1, zfTRPN1 agonist -1.4, PPC-1+TRAIL kill 7.0 and TRPML3 ag -0.2.
Screening FC(F)(F)c1cccc(-c2nnc(-c3ccccc3)c(N3CCOCC3)n2)c1 returned Wee1 stabilizer -2.4, Ba/F3 V617F tox -0.8, BaF3 tox 3.4, TNF death inh 1.1, RBBP9 inhibitor 7.7, CHOP inh 42.7, zfTRPN1 agonist -1.9, PPC-1+TRAIL kill 29.4 and TRPML3 ag 0.0.
O=C(CCCOc1ccc(Cl)cc1Cl)N/N=C/c1ccccc1O was read as Wee1 stabilizer -0.4, Ba/F3 V617F tox -7.7, BaF3 tox 1.4, TNF death inh -6.5, RBBP9 inhibitor 2.1, CHOP inh 84.9*, zfTRPN1 agonist 0.4, PPC-1+TRAIL kill 26.3 and TRPML3 ag 0.0.
COc1ccc([N+](=O)[O-])cc1NCc1ccccc1C was read as Wee1 stabilizer -3.6, Ba/F3 V617F tox -1.0, BaF3 tox 1.3, TNF death inh -10.8, RBBP9 inhibitor 4.8, CHOP inh -30.8, zfTRPN1 agonist -0.9, PPC-1+TRAIL kill 3.1 and TRPML3 ag -1.0.
Screening CC(C)(Oc1ccc(Cl)cc1)C(=O)NCCCn1ccnc1 returned Wee1 stabilizer 4.7, Ba/F3 V617F tox -0.4, BaF3 tox -0.7, TNF death inh 0.0, RBBP9 inhibitor -5.7, CHOP inh -9.5, zfTRPN1 agonist 1.6, PPC-1+TRAIL kill -16.7 and TRPML3 ag 1.1.
For COc1cccc(NC(=O)CC2S/C(=N\S(=O)(=O)c3ccccc3)N(c3ccccc3)C2=O)c1 (configuration not stated) the results were Wee1 stabilizer -2.9, Ba/F3 V617F tox 3.0, BaF3 tox 7.8, TNF death inh 2.1, RBBP9 inhibitor -13.3, CHOP inh 25.7, zfTRPN1 agonist 0.7, PPC-1+TRAIL kill 25.8 and TRPML3 ag -0.7.
`COc1ccc(CCCC(=O)NC2CCCCC2C)c(C)c1` (configuration not stated) gave Wee1 stabilizer -0.9, Ba/F3 V617F tox 0.5, BaF3 tox 2.5, TNF death inh -0.8, RBBP9 inhibitor -4.9, CHOP inh 11.2, zfTRPN1 agonist 1.6, PPC-1+TRAIL kill 16.5 and TRPML3 ag -0.6.
For O=C(Nc1ccc([N+](=O)[O-])cc1)c1nc[nH]c1C(=O)NC1CCCCC1 the results were Wee1 stabilizer 4.7, Ba/F3 V617F tox -0.6, BaF3 tox 0.4, TNF death inh -1.8, RBBP9 inhibitor 3.4, CHOP inh 56.9, zfTRPN1 agonist 0.0, PPC-1+TRAIL kill 12.1 and TRPML3 ag -0.6.
`CC(C)N(Cc1nc(-c2ccc3c(c2)OCO3)no1)Cc1nccn1C` gave Wee1 stabilizer -1.1, Ba/F3 V617F tox 5.0, BaF3 tox 11.2, TNF death inh -0.7, RBBP9 inhibitor 7.0, CHOP inh 0.0, zfTRPN1 agonist 0.2, PPC-1+TRAIL kill -18.1 and TRPML3 ag 0.8.
CC(C)CCN1CCN(Cc2cccn2-c2cccnc2)CC1CCO (configuration not stated) was read as Wee1 stabilizer -3.4, Ba/F3 V617F tox -0.2, BaF3 tox 2.1, TNF death inh 0.4, RBBP9 inhibitor -2.3, CHOP inh -7.5, zfTRPN1 agonist -1.3, PPC-1+TRAIL kill 19.6 and TRPML3 ag 0.0.
`Cc1cnc(NC(=O)CC2CCCC2)s1` gave Wee1 stabilizer 5.3, Ba/F3 V617F tox 0.5, BaF3 tox 0.9, TNF death inh 6.3, RBBP9 inhibitor -1.0, CHOP inh 20.7, zfTRPN1 agonist 0.1, PPC-1+TRAIL kill -4.2 and TRPML3 ag 0.6.
Screening Cc1cc(C)n(-c2cc(N3CCN(C(=O)c4ccc(C(C)(C)C)cc4)CC3)ccc2[N+](=O)[O-])n1 returned Wee1 stabilizer -0.9, Ba/F3 V617F tox 2.3, BaF3 tox 10.6, TNF death inh -7.5, RBBP9 inhibitor -0.2, CHOP inh 73.1*, zfTRPN1 agonist 0.3, PPC-1+TRAIL kill 19.6 and TRPML3 ag -0.7.
Screening COc1cccc(C2CC(c3ccccc3OC)n3ncnc3N2)c1 (configuration not stated) returned Wee1 stabilizer 5.7, Ba/F3 V617F tox 4.1, BaF3 tox 4.4, TNF death inh -1.8, RBBP9 inhibitor -3.5, CHOP inh 13.1, zfTRPN1 agonist 1.1, PPC-1+TRAIL kill 17.5 and TRPML3 ag 0.5.
For CC1CCCN(C(=O)Cn2c(=O)oc3ccccc32)C1 (configuration not stated) the results were Wee1 stabilizer 0.6, Ba/F3 V617F tox 2.3, BaF3 tox 2.5, TNF death inh 1.0, RBBP9 inhibitor -6.8, CHOP inh 32.3, zfTRPN1 agonist 1.3, PPC-1+TRAIL kill 1.7 and TRPML3 ag 0.5.
Cc1cc(C)n(-c2nnc(SCC(=O)NC3CCCC3)c3ccccc23)n1 was read as Wee1 stabilizer 0.2, Ba/F3 V617F tox -2.2, BaF3 tox 3.0, TNF death inh -1.6, RBBP9 inhibitor -2.5, CHOP inh -3.9, zfTRPN1 agonist -0.7, PPC-1+TRAIL kill 3.4 and TRPML3 ag -0.4.
For CCc1cccc(C)c1NC(=O)C(c1ccc(O)cc1)N1CCC1=O (configuration not stated) the results were Wee1 stabilizer -1.3, Ba/F3 V617F tox -0.9, BaF3 tox -0.8, TNF death inh -0.7, RBBP9 inhibitor 0.8, CHOP inh -0.2, zfTRPN1 agonist -0.2, PPC-1+TRAIL kill -16.2 and TRPML3 ag 0.7.
COc1cc(CNc2ccc(N3CCCC3)cc2)cc(Cl)c1OC was read as Wee1 stabilizer 0.1, Ba/F3 V617F tox -2.4, BaF3 tox -1.4, TNF death inh -6.4, RBBP9 inhibitor -1.6, CHOP inh -118.7, zfTRPN1 agonist -3.3, PPC-1+TRAIL kill 10.4 and TRPML3 ag -0.5.
